ARFGAP1 inh = inhibits rat ARF GTPase activating protein 1; inhibition, % at 16.5 µM; Arfgap1-stimulated ARF1 GTP hydrolysis, GDP FP detection; Q62848; actives 0.26% (n = 360,000);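 active = inhibition above a per-plate limit, mean inhibition of low control wells plus 3 SD, cut at about 25% in these data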;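 also: 0% = DMSO wells with enzyme and 100% = wells lacking Arfgap1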
Target sequence (Q62848 1-136 limits assumed): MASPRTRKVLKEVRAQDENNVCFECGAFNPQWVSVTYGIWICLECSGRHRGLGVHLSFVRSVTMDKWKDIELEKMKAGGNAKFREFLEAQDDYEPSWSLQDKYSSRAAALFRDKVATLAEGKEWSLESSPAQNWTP
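Material: truncated rat Arfgap1 GAP domain; Incubation: compound-enzyme preincubation 20 min, reaction 120 min, detection 60 min, 25 °C; Read-out: percent inhibition of Arfgap1-stimulated GTP hydrolysis; Technique: FP, GDP Alexa 633 tracer displaced from anti-GDP antibody, 620/688 nm; Controls: No-Arfgap1 wells (100%) versus DMSO full-reaction wells (0%); Replication: single well per compound.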
ADAM10 inh = inhibitors of human ADAM10 | O14672 | recombinant ADAM10, EDANS/DABCYL FRET peptide cleavage, 3 h | inhibition, % at 7 µM | actives 0.62% (n = 370,000) | AID 720582;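 active = inhibition above a per-campaign cutoff equal to the mean of compounds falling between control-based bounds plus 3 SD, cut at about 20% in these data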;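 also: 0% = DMSO wells while the 100% control is not disclosed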
KLK7 zymogen act = proKLK7 (human) activation, primary screen | P49862 | purified proKLK7, EDANS-DABCYL substrate fluorescence; 100% is mature enzyme control, 0% vehicle | activation, % at 7 µM | actives 0.9% (n = 370,000);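 active = activation above the mean of all tested compounds plus 3 SD, computed per campaign excluding outliers beyond control limits, cut at about 13% in these data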
Target sequence (P49862 whole entry, looked up): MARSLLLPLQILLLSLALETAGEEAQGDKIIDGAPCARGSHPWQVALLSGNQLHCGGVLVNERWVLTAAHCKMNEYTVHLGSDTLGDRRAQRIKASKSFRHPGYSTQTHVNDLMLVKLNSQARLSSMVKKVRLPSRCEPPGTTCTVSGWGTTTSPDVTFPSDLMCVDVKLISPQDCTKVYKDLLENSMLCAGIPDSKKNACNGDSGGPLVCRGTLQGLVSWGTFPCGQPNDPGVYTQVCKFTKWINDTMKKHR
Tn6 DDE FP = DD(E)-Tn6 binding inhibition, primary FP screen; P02675; Fibrin DD(E) TRITC-Tn6 fluorescence polarization displacement; inhibition, % at 8.3 µM; actives 0.21% (n = 370,000); AID 720509;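 active = inhibition above a per-campaign cutoff: mean of compounds within control limits plus 3 SD, cut at about 15% in these data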;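 also: 0% = median of all compound wells on the plate and 100% = blocking peptide control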
HGIII-sPLA2 inh = Blocks human group III sPLA2 activity; inhibition, % at 12.2 µM; AID 743126; actives 0.56% (n = 370,000); QFRET BODIPY PC-A2 liposome hydrolysis, fluorescence;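 active = inhibition above mean plus 3 SD of compounds lying within the high and low control bounds, cut at about 19% in these data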;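 also: 0% = median of test compound wells and 100% = no enzyme DMSO wells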
NPR2 activator = GC-B (human) receptor activation; P20594; HEK293-GC-B cells, CNP EC30, cGMP TR-FRET; 0% at EC30 CNP, 100% saturating CNP; activation, % at 10 µM; actives 0.11% (n = 370,000);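 active = activation at 10 µM reaching about 35% in either raw or pattern-adjusted values, limit read from the data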
GAA850 FXN act = activators of GAA850 frataxin (FXN) promoter | actives 0.56% (n = 360,000) | HEK293 lucGAA850 FXN promoter luciferase reporter, 24 h; percent of 10 µM SAHA response | activation, % at 6 µM;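 active = activation above the average of all compounds screened plus 3 SD, cutoff fixed separately per campaign, cut at about 7.5% in these data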;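 also: 0% = DMSO wells and 100% = 10 µM SAHA wells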
ASAP1 inh = ASAP1 ArfGAP inhibition; Q9ULH1; ASAP1-stimulated ARF1 GTP hydrolysis, GDP FP detection; inhibition, % at 16.5 µM; actives 0.19% (n = 360,000); in the data active = inhibition above about 25%;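 also: 0% = vehicle with enzyme and substrate and 100% = no enzyme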
Target sequence (Q9ULH1 325-724 limits assumed): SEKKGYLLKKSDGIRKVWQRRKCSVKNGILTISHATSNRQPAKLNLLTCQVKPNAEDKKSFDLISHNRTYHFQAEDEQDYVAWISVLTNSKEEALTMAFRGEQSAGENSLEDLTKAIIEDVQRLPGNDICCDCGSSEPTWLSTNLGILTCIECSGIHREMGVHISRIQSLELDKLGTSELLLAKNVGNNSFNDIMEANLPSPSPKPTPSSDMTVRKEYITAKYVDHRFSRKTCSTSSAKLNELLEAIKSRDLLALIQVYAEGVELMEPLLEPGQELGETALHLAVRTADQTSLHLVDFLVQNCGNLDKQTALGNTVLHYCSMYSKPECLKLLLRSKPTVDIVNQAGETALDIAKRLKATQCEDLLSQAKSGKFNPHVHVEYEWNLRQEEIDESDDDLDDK
rCAG RNA binder = molecules binding r(CAG) RNA repeats; inhibition, % at 3 µM; r(CAG) RNA repeat, TO-PRO-1 dye displacement fluorescence; actives 1.3% (n = 370,000); AID 651821;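 active = inhibition above the plate cutoff, the mean of all test compounds on that plate plus 3 SD, cut at about 35% in these data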;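 also: 0% = DMSO alone and 100% = 100 µM mitoxantrone as full dye displacement; higher means more dye released from RNA so lower well fluorescence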
GC-A act = GC-A (human) enzyme activation. P16066. HEK293 GC-A cells, cGMP TR-FRET, EC30 ANP; 0% at EC30 ANP, 100% saturating ANP. activation, % at 10 µM. actives 0.14% (n = 370,000); in the data active = activation above about 40%
An asterisk follows results filed as active; i = inactive; . = not tested or not shown.

SMILES | ARFGAP1 inh | ADAM10 inh | KLK7 zymogen act | Tn6 DDE FP | HGIII-sPLA2 inh | NPR2 activator | GAA850 FXN act | ASAP1 inh | rCAG RNA binder | GC-A act
CCOC(=O)c1cnc2ccc(C)cc2c1Sc1ccccc1 | -12 | 9 | 0.6 | -4 | -2 | 5 | 1.4 | 0 | -6 | -4
N#Cc1ccc(-c2cccc3nccn23)cc1 | -6 | i | 78* | -4 | 6 | 1 | 2.1 | -11 | 3 | 3
Cc1ccc(S(=O)(=O)N2CCCCC2)cc1NC(=O)Nc1ccc(Cl)cc1Cl | -5 | -2 | -0.3 | 0 | 6 | 1 | -1.5 | 1 | 2 | -8
O=C(O)CCCN1C(=O)C(=O)/C(=C(/O)c2ccccc2)C1/C=C/c1ccccc1 (stereo not drawn) | -15 | -4 | 1.0 | -7 | -12 | 12 | 2.8 | -5 | 4 | -1
Cc1onc(-c2ccccc2)c1C(=O)Nc1ccccc1N1CCOCC1 | -10 | 16 | -0.2 | -1 | -5 | -9 | -0.1 | -4 | -3 | -14
CCOC(=O)C1CCCN(c2c(Nc3ccc(C)c(C)c3)c(=O)c2=O)C1 (stereo not drawn) | 10 | 3 | 0.5 | 4 | 1 | -4 | 1.9 | -3 | 2 | 1
CCn1c(CSc2nc3ccccc3s2)nnc1SCC(=O)NCC(=O)OC | -2 | 3 | 2.6 | -3 | 1 | 1 | -0.5 | -3 | 0 | 1
O=C(CSc1nnc(Cn2c(=O)sc3ccccc32)n1CCc1ccccc1)N1CCOCC1 | 13 | 7 | -1.2 | -6 | 0 | -4 | 3.4 | 9 | 9 | -9
CN(Cc1nccs1)C(=O)c1cc(COc2cccc3cnccc23)on1 | 4 | -127 | 9.1 | -4 | 3 | -1 | -2.6 | 9 | -4 | -2
Cc1cc(C)c(NC(=O)COC(=O)c2ccncc2)c(C)c1 | 8 | 3 | -0.4 | -2 | -5 | 4 | -0.4 | -6 | 2 | -2
CCCCCCCC1=NN(c2ccc(S(=O)(=O)O)cc2)C(=O)C1N=O (stereo not drawn) | -6 | 2 | -0.4 | 0 | -42 | 4 | -1.9 | 17 | 16 | 0
O=S(=O)(c1ccccc1F)N1CCN(CCOc2ccccc2)CC1 | 1 | -8 | 0.2 | -4 | 8 | 1 | 1.2 | -6 | -2 | 0
Cc1sc(NC(=O)CSc2nnc3scc(-c4ccccc4)n23)c(C#N)c1C | 0 | 3 | 0.4 | 6 | 1 | -12 | -0.3 | -15 | 1 | -6
CNC(=O)NC(=O)COC(=O)/C=C/c1cccc(Br)c1 | -7 | -3 | 0.3 | -4 | 4 | -2 | -0.6 | 3 | -1 | 4
COc1ccc(C(=O)OCCCN(C)C2CN(Cc3cn(Cc4cccc(F)c4)nn3)S(=O)(=O)C2)cc1OC (stereo not drawn) | . | -4 | 0.5 | 4 | -1 | -6 | . | . | 3 | 1
CC1=C(C(=O)Nc2ccccc2)C(c2cccs2)C(C#N)=C(SCC#N)N1 (stereo not drawn) | -2 | -2 | 1.1 | 7 | -11 | -3 | 1.3 | -8 | 15 | -5
Cc1nnc(NC(=O)NCN2C(=O)C3C4C=CC(C4)C3C2=O)s1 (stereo not drawn) | -8 | 1 | -0.1 | -3 | 4 | 6 | -2.9 | 7 | 4 | 0
S=C(Nc1ccccc1Cl)NC1CCN(Cc2ccccc2)CC1 | -1 | 1 | -0.3 | -3 | 6 | 2 | -0.9 | 0 | -5 | -3
Cc1oc2c(c(C)cc3oc(=O)c(CC(=O)N[C@@H](CCCNC(N)=O)C(=O)O)c(C)c32)c1C | 7 | -233 | 22* | 6 | 2 | 5 | 0.3 | -8 | 15 | -2
O=C(COC(=O)c1ccc[nH]c1=O)NC1CCCc2ccccc21 (stereo not drawn) | -9 | -11 | 0.1 | 4 | 10 | 1 | 3.1 | -6 | 0 | -5
O=C(O)CC1Sc2ccccc2NC1=O (stereo not drawn) | 8 | 12 | -0.4 | -3 | 11 | -3 | -2.4 | -2 | 8 | -1
Cc1cc(Sc2nc(NC(C)(C)C)nc(N3CCOCC3)n2)nc(Cl)n1 | 3 | -1 | -0.3 | 17* | -4 | -5 | 2.2 | -4 | 2 | -24
O=C(NCc1cccnc1)c1cccc(F)c1 | -1 | -12 | 0.1 | 0 | 1 | 4 | 0.1 | 13 | -2 | 2
Cc1ccc(Nc2nc(NCc3ccco3)c3ccccc3n2)cc1 | 8 | -35 | -4.3 | -21 | -15 | 11 | 1.5 | 4 | 17 | 9

Among those listed so far, 2 contain a thiophene ring, fused or not:
SMILES | ARFGAP1 inh | ADAM10 inh | KLK7 zymogen act | Tn6 DDE FP | HGIII-sPLA2 inh | NPR2 activator | GAA850 FXN act | ASAP1 inh | rCAG RNA binder | GC-A act
Cc1sc(NC(=O)CSc2nnc3scc(-c4ccccc4)n23)c(C#N)c1C | 0 | 3 | 0.4 | 6 | 1 | -12 | -0.3 | -15 | 1 | -6
CC1=C(C(=O)Nc2ccccc2)C(c2cccs2)C(C#N)=C(SCC#N)N1 (stereo not drawn) | -2 | -2 | 1.1 | 7 | -11 | -3 | 1.3 | -8 | 15 | -5

(cont.)
SMILES | ARFGAP1 inh | ADAM10 inh | KLK7 zymogen act | Tn6 DDE FP | HGIII-sPLA2 inh | NPR2 activator | GAA850 FXN act | ASAP1 inh | rCAG RNA binder | GC-A act
Brc1ccc(Oc2nnnn2-c2ccccc2)cc1 | -8 | -5 | 1.0 | -1 | 0 | -1 | 1.9 | 5 | -1 | -5
CCOC(=O)Cc1csc(NC(=O)c2ccoc2C)n1 | -1 | -3 | -0.2 | -3 | 2 | 0 | 3.1 | 10 | 0 | 9
CCOc1ccc(NC(=O)CN(C)C(=O)c2c(-c3ccccc3)noc2C)cc1OCC | 10 | -11 | -0.2 | 0 | 5 | 1 | 0.3 | -1 | 1 | 3
Cc1c([N+](=O)[O-])c(C(=O)Sc2ccc(Br)cc2)nn1C | -9 | -3 | 0.1 | -4 | 7 | -2 | 0.1 | -2 | -1 | 7
Cc1ccccc1NS(=O)(=O)c1ccc(C2CNC(=O)C2)cc1 (stereo not drawn) | 6 | -2 | -0.2 | -1 | 4 | 5 | -1.6 | 2 | -2 | 2
COc1ccc(CSCC(=O)NN=C2CCN(C)CC2)cc1 | -4 | 3 | 0.1 | 4 | -3 | 1 | 1.8 | -1 | -2 | -3
O=[N+]([O-])c1cccc(/C=C/c2ccc3cccc(O)c3n2)c1 | -15 | 7 | -0.2 | 0 | 14 | 0 | 1.9 | -1 | 11 | -3
CCCNC(=O)OC1CC2CC1[C@H]1CCCCN1C2=O (stereo partly drawn) | 11 | -5 | 45* | 6 | 17 | -7 | . | 7 | -2 | -2
CN(C(=O)CNC(=O)c1ccccc1OCC(=O)Nc1ccc(Br)cc1)c1ccccc1 | . | 10 | 0.3 | -6 | -21 | -3 | . | . | 2 | -4
Cc1noc(C)c1C(=O)NCc1ccco1 | -5 | 3 | -0.4 | -6 | -1 | 1 | -0.2 | 4 | 5 | 2
C=CCSc1nnc(COc2ccc(=O)n(-c3ccccc3)n2)n1CC | -1 | -13 | -0.5 | 2 | 1 | 0 | -0.7 | -14 | -4 | -1
Cc1cc(=O)[nH]c2ccc(S(=O)(=O)Nc3ccccc3)cc12 | 4 | 10 | 0.1 | -7 | -6 | -17 | 2.3 | 18 | 0 | -38
O=C(Nc1ccc(F)cc1)C1CCN(c2nnnn2-c2ccccc2)CC1 | -1 | 13 | 0.2 | 0 | -22 | -5 | -3.1 | -3 | -1 | -5
Cn1c(-c2ccccc2)cnc1NCc1ccc(-c2ccccc2)cc1 | 8 | 2 | 0.4 | -6 | -4 | -6 | 2.0 | -4 | 5 | -8
CCOC(=O)c1sc2nc(C)nc(NCc3ccccc3OC)c2c1C | 8 | 5 | -0.3 | 2 | 1 | 6 | 0.0 | 4 | 4 | -3
Cc1ccc2oc(=O)n(Cc3ccccc3)c2c1 | -4 | -3 | 0.4 | 11 | -3 | -2 | -0.3 | 1 | 4 | -2
C#CCSc1nnc(CNS(=O)(=O)c2ccc(Br)cc2)n1C | 2 | -8 | -0.3 | -4 | 4 | 2 | -0.4 | -11 | -5 | 0
COC(=O)CSc1nnc(CNC(=O)c2cccc(C)c2)n1-c1ccccc1OC | -3 | -1 | -0.3 | 4 | 0 | 11 | 2.7 | 4 | -5 | 6
NC1=NC[C@H](Cc2ccccc2)N1CCCCC1CCCCC1 | 0 | -1 | 0.3 | -4 | 9 | -8 | -1.1 | -9 | 13 | -3
Cc1cc(=O)oc2cc(OCC(=O)N3CCc4ccccc4C3)ccc12 | 2 | -90 | -0.3 | 3 | -1 | -4 | -2.3 | 8 | 2 | -5
Cn1cnnc1SCC(=O)c1cc2ccccc2oc1=O | 4 | -43 | -2.7 | -7 | -6 | -2 | -0.6 | -10 | 25 | -5
O=C(O)c1cccc(Cn2cc(Br)cn2)c1 | 18 | 4 | 0.0 | 7 | 1 | 5 | 0.3 | -6 | 0 | 1
CC(C)(C)c1ccc(S(=O)(=O)N2CCN(C(=O)C3CCC3)CC2)cc1 | 8 | -6 | 0.5 | 3 | 1 | 0 | 0.7 | 4 | -3 | -1
O=C(OCC(=O)N1CCCC1=O)C1COc2ccccc2O1 (stereo not drawn) | 6 | -8 | -0.1 | 1 | 15 | 0 | 1.7 | 1 | 1 | 7

Structures from the list above that contain bromine, in the order listed:
SMILES | ARFGAP1 inh | ADAM10 inh | KLK7 zymogen act | Tn6 DDE FP | HGIII-sPLA2 inh | NPR2 activator | GAA850 FXN act | ASAP1 inh | rCAG RNA binder | GC-A act
CNC(=O)NC(=O)COC(=O)/C=C/c1cccc(Br)c1 | -7 | -3 | 0.3 | -4 | 4 | -2 | -0.6 | 3 | -1 | 4
Brc1ccc(Oc2nnnn2-c2ccccc2)cc1 | -8 | -5 | 1.0 | -1 | 0 | -1 | 1.9 | 5 | -1 | -5
Cc1c([N+](=O)[O-])c(C(=O)Sc2ccc(Br)cc2)nn1C | -9 | -3 | 0.1 | -4 | 7 | -2 | 0.1 | -2 | -1 | 7
CN(C(=O)CNC(=O)c1ccccc1OCC(=O)Nc1ccc(Br)cc1)c1ccccc1 | . | 10 | 0.3 | -6 | -21 | -3 | . | . | 2 | -4
C#CCSc1nnc(CNS(=O)(=O)c2ccc(Br)cc2)n1C | 2 | -8 | -0.3 | -4 | 4 | 2 | -0.4 | -11 | -5 | 0
O=C(O)c1cccc(Cn2cc(Br)cn2)c1 | 18 | 4 | 0.0 | 7 | 1 | 5 | 0.3 | -6 | 0 | 1
